HDAC3 inhib – blocks human histone deacetylase 3; inhibition, % at 8.3 µM; hit rate 0.15% among 320,000; recombinant HDAC3, fluorogenic peptide/trypsin coupled, fluorescence; in the data active means inhibition above about 26%, passing the limit was not always enough; inconclusive means no clear call, values can overlap the other calls
KCNK3 inh – human KCNK3 channel inhibition, primary screen; O14649; CHO-KCNK3 thallium flux, FluxOR fluorescence; hits give low values; B-score at 10 µM; hit rate 0.84% among 340,000; AID 602410;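 active means B-score under library mean minus 4 SD, starting fluorescence ratio at most library mean plus 5 SD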;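 further: more negative B-score means stronger inhibition of thallium flux through KCNK3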
Target sequence (O14649 whole entry, looked up): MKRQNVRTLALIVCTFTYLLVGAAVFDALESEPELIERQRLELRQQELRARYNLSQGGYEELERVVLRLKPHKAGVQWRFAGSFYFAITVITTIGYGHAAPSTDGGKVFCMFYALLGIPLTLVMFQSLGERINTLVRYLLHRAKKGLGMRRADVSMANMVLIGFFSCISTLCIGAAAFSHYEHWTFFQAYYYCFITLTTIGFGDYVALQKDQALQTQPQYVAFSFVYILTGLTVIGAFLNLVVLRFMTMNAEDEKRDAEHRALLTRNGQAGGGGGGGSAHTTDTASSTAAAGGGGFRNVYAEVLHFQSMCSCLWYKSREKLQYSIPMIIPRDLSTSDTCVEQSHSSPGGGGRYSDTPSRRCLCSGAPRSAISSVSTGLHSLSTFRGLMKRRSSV
TMEM16A inh – mouse TMEM16A channel inhibition, primary screen. hit rate 1.2% among 310,000. Q8BHY3. HEK293 TMEM16A/YFP iodide influx fluorescence, ionomycin. AID 588511. normalized B-score (activity score, 25-100; higher = stronger inhibition) at 10 µM;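 active means ratio plate-corrected score three or more library SD toward inhibition, starting fluorescence score within five deviations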;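 further: score derived from kinetic fluorescence span divided by baseline fluorescence per well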
hERG protect – shields human hERG channel from block by proarrhythmic agents; activation (rescue from dofetilide block), less the hit threshold, % at 10 µM; CHO-hERG, FluxOR thallium flux, dofetilide IC70 present; Q12809; hit rate 0.51% among 310,000; AID 1511;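 active means activation above the mean of controls blocked by dofetilide plus 5 SD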;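 further: thallium influx through hERG after potassium depolarization seen as dye fluorescence rise; in these data hits start at about 4.7%; inactives centre near -7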
KCNQ1 block – blocks the human KCNQ1 potassium channel. CHO-K1 KCNQ1, FluxOR thallium flux fluorescence; hits give high values. AID 2642. B-score at 10 µM. hit rate 1.3% among 310,000;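 active means compounds whose thallium flux B-score, printed positive for inhibition, exceeds three library SD while starting fluorescence stays within three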;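 further: channel opened by potassium depolarization with thallium stimulus after 20 min compound exposure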
ANO1 activ – activates or potentiates the mouse TMEM16A chloride channel | Q8BHY3 | HEK293 TMEM16A/YFP-H148Q/I152L, iodide quench fluorescence; hits give low values | B-score at 10 µM | hit rate 0.3% among 340,000 | AID 623877;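 active means fluorescence-ratio B-score plate-corrected deviation score at least 3 library SD below zero, with starting fluorescence score within 5 deviations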;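 further: channel opened by trigger with iodide after compound preincubation; score built on the fluorescence ratio of max minus min over baseline; more negative score means more quench and so TMEM16A activation or potentiation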
RGS4 block – inhibitors of human RGS4; B-score at 10 µM; P49798; hit rate 0.45% among 310,000; HEK293 M3R/RGS4 inducible, Fluo-4 calcium flux; hits give high values; triggered by carbachol at its EC20;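 active means B-score, a plate-corrected calcium signal, over three deviations above library mean, with baseline fluorescence within five deviations of library mean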;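 further: RGS4 expression induced by doxycycline in cells with stable M3 receptor; B-score is computed from the integrated fluorescence ratio over baseline after carbachol; higher B-score means a larger calcium signal and so more RGS4 inhibition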
Target sequence (P49798 whole entry, looked up): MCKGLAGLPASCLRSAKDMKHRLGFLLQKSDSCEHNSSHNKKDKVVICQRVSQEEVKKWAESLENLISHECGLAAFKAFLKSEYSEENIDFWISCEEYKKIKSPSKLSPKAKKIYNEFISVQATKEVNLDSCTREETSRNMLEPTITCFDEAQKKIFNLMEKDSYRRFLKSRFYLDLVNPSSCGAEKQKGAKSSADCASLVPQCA
RGS4 act – RGS4 potentiation or activation; HEK293 M3R/inducible RGS4, carbachol calcium flux Fluo4; hits give low values; B-score at 10 µM; hit rate 0.92% among 310,000;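 active means B-score of the integrated calcium signal more than 4 SD below the library mean, with starting fluorescence not abnormally high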;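 further: negative B-score means reduced calcium response which marks RGS4 activation or potentiation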
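System: HEK293 FlpIn-TREx cells, stable M3R, doxycycline-inducible RGS4. Timing: overnight RGS4 induction, 30 min dye load 37 °C, 20 min compound RT. Also added: carbachol, ECmax concentration. Measured by: Fluo4 fluorescence kinetic imaging of calcium. Evaluation: integrated calcium ratio converted to B score.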
SKKanGAS inh – inhibitors of SKKanGAS S. pyogenes growth in kanamycin (SK-promoter or general growth effect). inhibition, % at 7.5 µM. BacTiter-Glo, 6 h. AID 1662. hit rate 1.3% among 300,000;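 active means mean replicate score, as percent of positive control median, at least 50; inconclusive means mean below 50 but one replicate at or above 50; inactive means mean and every replicate below 50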;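 further: strain carries kanamycin resistance gene driven by streptokinase promoter and grows in 40 µg/ml kanamycin; loss of luminescence reflects streptokinase promoter inhibition or plain growth inhibition; 0% = median of DMSO wells and 100% = positive control at its reference dose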
KCNQ1 pot – human KCNQ1 channel potentiation or activation; P51787; CHO-K1 KCNQ1, thallium flux FluxOR fluorescence; hits give high values; B-score at 10 µM; hit rate 0.35% among 310,000; AID 2648;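 active means fluorescence ratio B-score, a plate-corrected score, at least three library SD, with initial intensity B-score within 5 SD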
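Assay system: CHO-K1 cells stably expressing KCNQ1; Medium: assay buffer with matched DMSO; Also added: K+/Tl+ depolarizing stimulus; Dosing: single dose; Timing: dye 90 min, compound 20 min, room temperature; Measured by: kinetic FluxOR thallium fluorescence, 10-s 1-Hz baseline, 110-s post-stimulus read; Read-out: peak-minus-minimum fluorescence over initial fluorescence, negative-control normalized, B-scored.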
KCNK9 inh – human KCNK9 channel inhibition | Q9NPC2 | HEK293 KCNK9, FluxOR thallium flux fluorescence; hits give low values | B-score at 10 µM | hit rate 1.2% among 310,000 | AID 488922;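 active means ratio B-score over 3 SD below the library mean, with starting fluorescence within 5 SD of its mean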;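 further: negative B-score means less thallium flux so channel inhibition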
Target sequence (Q9NPC2 whole entry, looked up): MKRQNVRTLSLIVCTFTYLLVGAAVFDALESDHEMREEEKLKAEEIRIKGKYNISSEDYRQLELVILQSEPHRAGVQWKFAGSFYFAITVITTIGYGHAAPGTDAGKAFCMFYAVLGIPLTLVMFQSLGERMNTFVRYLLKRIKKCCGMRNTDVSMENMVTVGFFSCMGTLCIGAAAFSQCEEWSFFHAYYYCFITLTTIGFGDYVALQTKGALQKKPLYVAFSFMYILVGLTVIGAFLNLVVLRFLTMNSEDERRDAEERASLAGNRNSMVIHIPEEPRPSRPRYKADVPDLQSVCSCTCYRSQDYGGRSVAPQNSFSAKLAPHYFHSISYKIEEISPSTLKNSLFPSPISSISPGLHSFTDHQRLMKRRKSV
* hit, by the source's call; i = inactive; ? = inconclusive; nt = no result given. This is a random part of the collection; overall some 6.3% were active at least once.

1: O=C(CSc1nc2c(sc3ccccc32)c(=O)n1CCc1ccccc1)NCc1ccco1
2: CC(=O)c1cc2c(cc1N/C(=N/S(=O)(=O)c1ccc(C)cc1)c1ccc(Cl)cc1)OCO2
3: COc1ccc(C(=O)CCc2ccc(OC)c(OC)c2)cc1
4: CCc1ccc(NC(=O)C2CC=CCC2C(=O)O)cc1 (configuration not stated)
5: CSc1nnc(C)c(=O)n1COC(=O)/C=C/c1ccc2c(c1)OCO2
6: COC(=O)c1sccc1NC(=O)CSc1ccccc1NS(=O)(=O)c1ccc(F)cc1
screen / no.	1	2	3	4	5	6
HDAC3 inhib	2.4	-0.5	-2.5	4.9	6.0	1.1
KCNK3 inh	i	i	i	i	i	i
TMEM16A inh	i	i	i	i	i	i
hERG protect	-11.3	-9.6	-3.3	-14.1	-3.0	-12.6
KCNQ1 block	i	i	i	i	i	i
ANO1 activ	i	i	i	i	i	i
RGS4 block	i	i	i	i	i	i
RGS4 act	i	i	i	i	i	i
SKKanGAS inh	8.8	11.8	0.4	-4.7	16.3	6.9
KCNQ1 pot	i	i	i	i	i	i
KCNK9 inh	i	i	i	i	i	i

7: O=C(COC(=O)Cc1n[nH]c(=O)c2ccccc12)Nc1c(Cl)cccc1C(F)(F)F
8: CSc1ccc(CNc2ccccn2)cc1
9: CCCc1cc(=O)oc2c(CN3CCCC3)c(O)c(Cl)cc12
10: Brc1ccc(-c2ccc(/C=N/Nc3nncc(-c4ccccc4)n3)o2)cc1
11: COCc1nnc(NC(=O)c2ccc(NC(=O)C(C)C)cc2)s1
12: Cc1cccc(NC(=O)COC(=O)Cc2cccs2)c1C
screen / no.	7	8	9	10	11	12
HDAC3 inhib	0.4	-1.2	-431.8	-5.3	3.3	4.5
KCNK3 inh	i	i	i	i	i	i
TMEM16A inh	i	i	i	i	i	i
hERG protect	-14.0	-5.1	-8.8	-11.8	-12.4	-15.4
KCNQ1 block	i	i	i	i	i	i
ANO1 activ	i	i	i	i	i	i
RGS4 block	i	i	i	i	i	i
RGS4 act	i	i	i	i	i	i
SKKanGAS inh	-2.4	9.3	6.2	5.5	2.2	-3.6
KCNQ1 pot	i	i	i	i	i	i
KCNK9 inh	i	i	i	i	i	i

13: O=C(O)c1ccccc1-c1nc(-c2ccccc2)c(-c2ccccc2)[nH]1
14: CC(C)(C)C(=O)N1CCN(c2ccc([N+](=O)[O-])c(NCc3cccnc3)c2)CC1
15: Cc1ccc(CS(=O)(=O)Cc2ccc(C(=O)NC3CC3)o2)cc1
16: COC(=O)CNC(=O)C1Nc2ccccc2C2C=CCC12 (configuration not stated)
17: CCOc1ccc(Br)cc1CN(CC)CC
18: CNC(=S)N1CCN(c2nc3ccccc3s2)CC1
screen / no.	13	14	15	16	17	18
HDAC3 inhib	-4.8	-2.1	0.3	7.0	-0.8	1.0
KCNK3 inh	i	i	i	i	i	i
TMEM16A inh	i	i	i	i	i	i
hERG protect	-5.4	-17.4	-3.7	-10.0	-6.0	-2.5
KCNQ1 block	i	i	i	i	i	i
ANO1 activ	i	i	i	i	i	i
RGS4 block	i	i	i	i	i	i
RGS4 act	i	i	i	i	i	i
SKKanGAS inh	-0.8	-0.3	-5.8	8.2	0.2	-4.3
KCNQ1 pot	i	i	i	i	i	i
KCNK9 inh	i	i	i	i	i	i

19: Cc1cc(=O)nc2c3ccccc3n(C(C)C(=O)Nc3c(F)c(F)c(F)c(F)c3F)n12 (configuration not stated)
20: C/C(=N\NC(=O)c1cc(Cl)ccc1O)c1ccc(Br)s1
21: O=C(O)c1cc(N/N=C/c2cccnc2)ccc1Cl
22: CC(=O)Nc1ccc(S(=O)(=O)Oc2ccccc2N2CCCCC2)cc1
23: CCOC(=O)CSc1nc(N2CCOCC2)c2c(c1C#N)CC(C(C)C)OC2 (configuration not stated)
24: COc1nc(NC(=O)c2ccc(F)cc2)nc(OC)c1-c1ccccc1
screen / no.	19	20	21	22	23	24
HDAC3 inhib	1.4	-6.5	12.4	9.5	?	2.9
KCNK3 inh	i	i	i	i	i	i
TMEM16A inh	i	i	i	i	i	i
hERG protect	-8.0	-0.7	-14.5	-10.4	-2.4	-6.5
KCNQ1 block	i	i	i	i	i	i
ANO1 activ	i	i	i	i	i	i
RGS4 block	i	i	i	i	i	i
RGS4 act	i	i	i	i	i	i
SKKanGAS inh	0.0	16.0	-16.3	6.0	4.0	-1.9
KCNQ1 pot	i	i	i	i	i	i
KCNK9 inh	i	i	i	i	i	i

25: COC(=O)C(COC(=O)c1c(F)cccc1F)NC(=O)c1c(F)cccc1F (configuration not stated)
26: CCOC(=O)Cc1c(C)nc2c(-c3ccccc3)c[nH]n2c1=O
27: COc1cc(C(C)=O)ccc1OCC(=O)NCC1(N2CCCCC2)CCCCC1
28: Nc1nc(CSc2nnnn2-c2ccc(F)c(Cl)c2)nc(N2CCOCC2)n1
29: CC1CCCN(C(=O)C2CCC(CNc3c(N4CCCCC4)c(=O)c3=O)CC2)C1 (configuration not stated)
30: C/C(CC(=O)Nc1ccc2c(c1)OCCO2)=N\NC(=O)COc1ccccc1C
screen / no.	25	26	27	28	29	30
HDAC3 inhib	0.2	-27.2	-5.5	0.6	nt	-0.2
KCNK3 inh	i	i	i	i	i	i
TMEM16A inh	i	i	i	i	i	i
hERG protect	-9.3	-7.8	-14.0	-7.7	-6.9	-11.2
KCNQ1 block	i	i	i	i	i	i
ANO1 activ	i	i	i	i	i	i
RGS4 block	i	i	i	i	i	i
RGS4 act	i	i	i	i	i	i
SKKanGAS inh	0.4	-4.5	-14.1	5.7	-9.7	0.5
KCNQ1 pot	i	i	i	i	i	i
KCNK9 inh	i	i	i	i	i	i

31: COc1cc(NC(=O)C2CCCCC2)c(OC)cc1NC(=O)c1ccccc1
32: Cc1ccc(Cl)cc1N1CCN(C(=O)c2ccc(CS(=O)Cc3ccc(Cl)cc3)o2)CC1 (configuration not stated)
33: COc1ccccc1C(=O)C1CCCN(Cc2cn[nH]c2C2CCCCC2)C1 (configuration not stated)
34: Cc1ccnc(NC(=O)c2cccc(NC(=O)c3ccccc3C)c2)c1
35: CC(C)Oc1cccc(-c2cc(C(=O)N3CCN(S(C)(=O)=O)CC3)c3ccccc3n2)c1
36: CC(=O)c1ccc(NC(=O)C2CCN(S(=O)(=O)c3cccc4cccnc34)CC2)cc1
screen / no.	31	32	33	34	35	36
HDAC3 inhib	0.8	1.6	-0.6	0.3	5.0	4.0
KCNK3 inh	i	i	i	i	i	i
TMEM16A inh	i	i	i	i	i	i
hERG protect	-8.5	-14.6	-10.1	-5.7	-14.8	-5.7
KCNQ1 block	i	i	i	i	i	i
ANO1 activ	i	i	i	i	i	i
RGS4 block	i	i	i	i	i	i
RGS4 act	i	i	i	i	i	i
SKKanGAS inh	2.3	3.7	4.1	2.6	5.4	0.1
KCNQ1 pot	i	i	i	i	i	i
KCNK9 inh	i	i	i	i	i	i

37: Cc1cc(NC(=O)CSCC(=O)OCc2nnc(-c3ccccc3)o2)no1
38: CCCCNC(=O)C12CCC(C)(C(=O)C1Br)C2(C)C (configuration not stated)
39: CSc1ncccc1C(=O)NCCc1ccc(Cl)cc1
40: COc1ccccc1N1CCN(C(=O)c2ccc(Cn3c(=O)[nH]c4ccsc4c3=O)cc2)CC1
41: Cc1cc(=O)oc2c3c(cc(OCC(=O)NCc4ccccc4)c12)OC(C)(C)CC3
42: CN(CCC#N)C(=S)Nc1ccc(S(=O)(=O)N2CCOCC2)cc1
screen / no.	37	38	39	40	41	42
HDAC3 inhib	16.8	-5.2	-9.6	2.8	-5.6	-8.5
KCNK3 inh	i	i	i	i	i	i
TMEM16A inh	i	i	i	i	i	i
hERG protect	-8.9	-2.4	-11.2	-10.2	-3.0	-14.4
KCNQ1 block	i	i	i	i	i	i
ANO1 activ	i	i	i	i	i	i
RGS4 block	i	i	i	i	i	i
RGS4 act	i	i	i	i	i	i
SKKanGAS inh	-2.3	5.6	7.0	-6.0	-0.5	-18.5
KCNQ1 pot	i	i	i	i	i	i
KCNK9 inh	i	i	i	i	i	i

Copied from the list.
In SKKanGAS inh, cpd 41 is listed with -0.5
In HDAC3 inhib, cpd 37 is listed with 16.8
In SKKanGAS inh, cpd 42 is listed with -18.5

Further compounds follow:
43: CC(=O)c1ccc(C(=O)N(C)C2CCCN(Cc3ccccc3F)C2)s1 (configuration not stated)
44: Cc1nn(-c2cccc(Cl)c2)c(Cl)c1/C=N/NC(=O)c1cccs1
45: CCN(CC)CCCN1C(=O)CSC1c1ccc2c(c1)OCO2 (configuration not stated)
46: CCC(C)NC(=O)CSc1nc2n[nH]c(C)c2c(=N)n1-c1ccc(OC)cc1 (configuration not stated)
47: COc1cc(O)c(CCC(=O)c2ccc(OC)c(OC)c2)c(OC)c1
48: CCn1nc(C(=O)OC(C(=O)c2c[nH]c3ccccc23)c2ccccc2)c2ccccc2c1=O (configuration not stated)
49: Cc1ccc(C)c(NC(=O)C(Sc2cccc[n+]2[O-])c2ccccc2)c1 (configuration not stated)
screen / no.	43	44	45	46	47	48	49
HDAC3 inhib	-0.3	-8.2	2.0	-9.8	-0.7	11.5	-4.1
KCNK3 inh	i	i	i	i	i	-9.04*	i
TMEM16A inh	i	i	i	i	i	i	i
hERG protect	-5.3	-5.6	-5.2	-10.7	-6.5	-20.1	-4.3
KCNQ1 block	i	i	i	i	i	8*	i
ANO1 activ	i	i	i	i	i	i	i
RGS4 block	i	i	i	i	i	i	i
RGS4 act	i	i	i	i	i	i	i
SKKanGAS inh	-4.0	-3.1	-2.2	-0.5	2.2	14.3	-1.8
KCNQ1 pot	i	i	i	i	i	i	i
KCNK9 inh	i	-10.5*	i	i	i	-11.1*	i

Molecules from the list above containing a cyano group (two):
23: CCOC(=O)CSc1nc(N2CCOCC2)c2c(c1C#N)CC(C(C)C)OC2 (configuration not stated)
42: CN(CCC#N)C(=S)Nc1ccc(S(=O)(=O)N2CCOCC2)cc1
screen / no.	23	42
HDAC3 inhib	?	-8.5
KCNK3 inh	i	i
TMEM16A inh	i	i
hERG protect	-2.4	-14.4
KCNQ1 block	i	i
ANO1 activ	i	i
RGS4 block	i	i
RGS4 act	i	i
SKKanGAS inh	4.0	-18.5
KCNQ1 pot	i	i
KCNK9 inh	i	i

Compound activity: PubChem, several laboratories
